# Screening results (PubChem)
# K1F lysis inhibition: protection from phage-mediated lysis, alamar blue read-out – E. coli UTI89, K1F phage, bacterial capsule biogenesis inhibitors (AID 488966); 0.02% of 340,000 active; inhibition, % at 100 µM, or IC50 in µM where a hit was titrated; E. coli UTI89 K1F phage lysis, alamar blue, 2 h; higher % means a stronger effect;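 active = phage lysis inhibition, versus mean bacterial control, above a set limit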;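 note: capsule biogenesis inhibitors block K1F phage lysis so surviving cells raise fluorescence; higher fluorescence means more inhibition of phage lysis; actives were called in the ten point dose series up to 300 µM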
# M17LAP inhibition: P. falciparum M17LAP inhibitors, primary screen, biochemical, fluorogenic H-Leu-NHMec substrate, 1536-well (AID 1619); inhibition, % at 30 µM; hits with a dose series show IC50 in µM; recombinant M17LAP, H-Leu-NHMec fluorogenic kinetic assay; higher % means a stronger effect; 0.38% of 220,000 active;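 active = compound inhibiting the enzyme by more than half at any dose during confirmatory dose-response retesting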;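 note: plate controls were full reaction with DMSO carrier for no effect and no enzyme background for full effect; strong numbers were not always called active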
# b-catenin transl: beta-catenin nuclear translocation modulation. HeLa beta-catenin nuclear translocation, immunofluorescence imaging. nuclear translocation activity, % at 5 µM. 0.3% of 190,000 active. AID 1665;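 active = nuclear translocation activity above 50% at 5 µM, with a well cell count of 50 or more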;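 note: per-cell ratio of nuclear to cytoplasmic median beta-catenin stain intensity; plate controls were DMSO negative control for no effect and GSK-3 inhibitor IX positive control for full effect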
#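 Assay system: human HeLa cells, native beta-catenin; doses: 5 µM primary, 0.02–20 µM confirmation; incubation: compound treatment 24 h, 37°C, 5% CO2; technique: fluorescence imaging of beta-catenin antibody stain plus DAPI; measure: % activation, nuclear-to-cytoplasmic median beta-catenin signal ratio per cell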
# CSM14.1 death rescue: protection against thapsigargin-triggered cell killing – 384-well, CSM14.1, ATP luminescence, primary screen (AID 1222) | cellular ATP content (survival), % at 20 µM; hits with a dose series show EC50 in µM | CSM14.1 thapsigargin-induced death rescue, ATP luminescence; higher % means a stronger effect | 190,000 tested, under 10 active;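 active = EC50 below 50 µM in the dose-response confirmation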;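 note: death triggered by thapsigargin at about 15 µM added after 2 h compound pretreatment; cell ATP read after overnight thapsigargin exposure of roughly 18 to 22 hours; normalized against plate controls of thapsigargin alone and 5% DMSO vehicle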
# Autophagy HCS: alters autophagy in cells | MEF GFP-LC3 puncta imaging; test concentration mostly 10 µM | calls only at 10 µM (by protocol) | 0.98% of 190,000 active;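 active = percentage of spot-positive cells more than 3 SD above its plate mean, without a fluorescence outlier flag or 80% toxicity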;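 note: spot-positive cell cutoff set from DMSO-treated cells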
# P. falciparum M1AAP: P. falciparum M1AAP inhibitors, biochemical, fluorogenic H-Leu-NHMec substrate, 1536-well (AID 1445); recombinant M1AAP, H-Leu-NHMec fluorogenic kinetic assay; higher % means a stronger effect; one-dose inhibition, % at 30 µM; IC50 in µM for titrated hits; 0.42% of 220,000 active;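 active = primary inhibition above the hit cutoff, then over 50% inhibition at one or more dose response concentrations, cut at about 23% in these data, passing the limit was not always enough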;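 note: plate controls were DMSO full reaction for no effect and no enzyme background for full effect; strong numbers were not always called active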
# Ins promoter up: MIN6 insulin promoter up-regulation. MIN6 insulin promoter-GFP reporter, high-content imaging; hits give high values. z-score at 5 µM. 0.3% of 190,000 active;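 active = z-score above 3 at 5 µM with at least 500 cells counted in the well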
# Dynein transport: blocks dynein driven cargo transport along microtubules; 3617.4 mouse cells, GR-EGFP nuclear translocation imaging; test concentration mostly 20 µM; stimulated with dexamethasone, 1 µM; hits give low values; z-score, hits read low; 0.47% of 220,000 active; AID 1381;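 active = plate z-score of nuclear minus cytoplasmic receptor signal below a set negative limit, without overly bright fluorescence or cell loss, cut at about -3.5 in these data, passing the limit was not always enough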;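 note: z-score of nuclear minus cytoplasmic ring GR-EGFP intensity difference per well; some compounds called inactive have numbers as strong as hits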
#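 Buffer or medium: tet-free, stripped-serum medium; reagent: dexamethasone at 1.0 µM final, 30 min; incubation: 48 h induction, 1 h compound, 30 min dex at 37 °C; measured by: formaldehyde fixation, Hoechst nuclear stain, 10x automated fluorescence imaging; read-out: nuclear-to-cytoplasmic GR-EGFP distribution per well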
# MT stabilizer: microtubule stabilization, imaging screen; 0.83% of 200,000 active; HeLa tubulin immunostaining HCS, 24 h; share of cells brighter than vehicle mean+2SD; AID 2205; % tubulin-high responders, % at 10 µM;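 active = plate Z-score above 3 for both tubulin-high and condensed-nucleus cell shares, with cell loss under 80%, at 10 µM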;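 note: anti alpha tubulin signal scored within the nucleus-defined area of each cell; some results filed as inactive read as strong as hits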
# Dynein transport cytoplasmic EGFP: further read-out of Dynein transport, marked with its call; z-score; measured here: cytoplasmic GR-EGFP intensity; hits give high values
# Dynein transport nuclear GR-EGFP: second read-out of Dynein transport, no call of its own (marks repeat the call); z-score; measured here: nuclear GR-EGFP intensity;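 lower value marks the stronger effect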
# Dynein transport cell count: second read-out of Dynein transport, no call of its own (marks repeat the call); z-score; measured here: cell count per field
# Ins promoter up cell count: recorded beside Ins promoter up, whose call it bears; cell count; measured here: cytotoxicity, nuclei count;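 total cells summed across four imaged fields per well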
# b-catenin transl cell count 5 µM: also measured in b-catenin transl; calls as there; cell count; measured here: cell count, cytotoxicity flag
# MT stabilizer Hoechst-high %: second read-out of MT stabilizer, no call of its own (marks repeat the call); % Hoechst-high responders; measured here: nuclear condensation Hoechst responders;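 share of cells brighter than vehicle mean plus two SD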
# MT stabilizer cytotoxicity %: recorded beside MT stabilizer, whose call it bears; toxicity, %; measured here: cytotoxicity by cell density;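 0% = mean cell density of plate MIN control wells and 100% = no cells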
# Autophagy HCS cell loss 18 h: further read-out of Autophagy HCS, marked with its call; toxicity, %; measured here: cell loss, nuclei count;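 cell loss after 18 h compound exposure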
# An asterisk follows results filed as active; i = inactive; . = no result given; [ ] = dose if it differs, or a comment. Outcome played no part in choosing rows; any-hit rate near 2.9%.
SMILES,K1F lysis inhibition,M17LAP inhibition,b-catenin transl,b-catenin transl cell count 5 µM,CSM14.1 death rescue,Autophagy HCS,Autophagy HCS cell loss 18 h,P. falciparum M1AAP,Ins promoter up,Ins promoter up cell count,Dynein transport,Dynein transport cytoplasmic EGFP,Dynein transport nuclear GR-EGFP,Dynein transport cell count,MT stabilizer,MT stabilizer Hoechst-high %,MT stabilizer cytotoxicity %
Oc1ccc(Br)cc1/C=N/Nc1nc(N2CCCCC2)nc(N2CCOCC2)n1,.,5%,0.2,1063,3.6%,i,16,14%,0.21,1367,0.62,-0.29,0.68,-0.44,3.0,3.7,8.5
CCN(CCn1cccn1)C(=O)c1cc(COc2ccc(F)cc2Cl)on1,0.1%,1%,-0.5,1543,5.2%,i,5,-7%,-0.07,1333,0.45,-0.096,-0.094,0.31,4.2,2.1,4.9
Cc1cc(C(=O)OCC(=O)N2c3ccccc3CC2C)c(C)o1 (stereo unspecified),0.3%,-1%,2.0,1131,-1.6%,i,4,9%,-0.72,1791,0.33,-0.23,0.54,0.66,1.2,0.3,26
Cc1ccc(N(Cc2cc(=O)[nH]c3ccccc23)C(=O)C(C)C)cc1,-0.1%,14%,0.0,1327,.,.,.,8%,-0.64,1120,0.081,-0.26,-0.04,0.57,.,.,.
CCCCOC(=O)c1ccc(NC(=O)c2ccoc2C)cc1,0.1%,8%,.,.,-0.9%,i,-6,2%,.,.,-0.41,-0.24,0.26,-0.028,2.3,2.9,25
O=C(Nc1nc2ccccc2s1)C1CCCO1 (stereo unspecified),1.1%,-7%,0.0,1217,0.1%,i,1,0%,0.13,938,0.038,-0.24,0.19,0.49,2.4,1.8,3.0
COc1cc(NC(=O)CSc2nnc(Cn3nnc4ccccc43)n2C)cc(OC)c1,-3.1%,-1%,-1.3,1178,-1.9%,i,-6,10%,0.26,1246,-0.83,-0.26,-0.36,0.13,3.1,1.9,3.0
COc1cc(C(=O)OC(C)C(=O)NCC2CCCCC2)cc(NC(=O)c2ccco2)c1OC (stereo unspecified),6.3%,-1%,-1.9,1321,8.1%,i,-2,11%,-0.82,1639,-0.14,-0.18,-0.22,1.2,8.5,2.7,9.0
CCCNC(=O)OCCC12CC3CC(CC(C3)C1)C2,2.4%,7%,2.1,961,-1.1%,i,-2,3%,0.06,1248,-0.13,-0.066,-0.45,0.4,2.9,3.5,7.4
Cc1ccccc1OCC(O)CN (stereo unspecified),-1.0%,-6%,0.8,828,0.7%,i,-16,10%,0.92,1517,0.52,-0.2,0.54,-0.79,5.0,2.8,11
Cc1ccc(NCc2nnc(SCC(=O)NNC(=O)Cc3ccccc3)n2C)cc1,-0.2%,6%,-0.2,1284,.,.,.,1%,-0.29,974,-0.26,-0.21,0.49,-0.91,.,.,.
Cc1[nH]nc2cn[nH]c12,0.2%,3%,-1.6,1156,-1.3%,i,64,9%,1.7,1503,3.6,-0.28,1.1,-0.9,5.6,1.8,18

# The final 2 records of the part before lead into the next.
SMILES,K1F lysis inhibition,M17LAP inhibition,b-catenin transl,b-catenin transl cell count 5 µM,CSM14.1 death rescue,Autophagy HCS,Autophagy HCS cell loss 18 h,P. falciparum M1AAP,Ins promoter up,Ins promoter up cell count,Dynein transport,Dynein transport cytoplasmic EGFP,Dynein transport nuclear GR-EGFP,Dynein transport cell count,MT stabilizer,MT stabilizer Hoechst-high %,MT stabilizer cytotoxicity %
Cc1ccc(NCc2nnc(SCC(=O)NNC(=O)Cc3ccccc3)n2C)cc1,-0.2%,6%,-0.2,1284,.,.,.,1%,-0.29,974,-0.26,-0.21,0.49,-0.91,.,.,.
Cc1[nH]nc2cn[nH]c12,0.2%,3%,-1.6,1156,-1.3%,i,64,9%,1.7,1503,3.6,-0.28,1.1,-0.9,5.6,1.8,18
O=C(COC(=O)CC(c1ccccc1)c1ccccc1)Nc1c(F)cccc1F,.,-2%,.,.,-2.2%,i,0,4%,-0.4,1141,-0.65,-0.31,-0.76,0.91,2.1,2.5,5.5
O=C(O)c1cccc(-c2nnn(Cc3ccccc3)n2)c1,-3.0%,10%,7.4,474,-4.1%,i,-17,-8%,.,.,-0.16,-0.21,-0.31,0.93,4.4,2.2,4.2
CCOC(=O)c1ccc(NC(=O)Cc2coc3cc4c(cc23)CCC4)cc1,0.2%,24%,.,.,7.5%,i,0,13%,-0.01,1267,0.036,-0.32,-0.38,0.21,1.9,3.7,10
Cc1nc2ccc(-c3nc4cc(N)ccc4o3)cc2[nH]1,-0.4%,-2%,2.8,1024,-4.4%,i,10,19%,-0.56,1780,0.26,-0.25,0.39,0.79,2.8,1.8,7.2
COc1cc(O)c(/C=N/NC(=O)c2ccncc2)c(OC)c1[N+](=O)[O-],0.3%,1%,-1.4,1144,-0.7%,i,-2,-8%,0.4,1308,0.84,-0.36,0.25,-0.19,4.7,1.6,9.0
CCN1C(=O)/C(=c2\s/c(=C3\Sc4ccccc4N3C)c(=O)n2C)N(C)C1=S,.,3%,1.2,1283,0.0%,i,19,11%,0.25,1111,-0.3,-0.13,-0.17,-0.69,6.6,2.5,3.4
O=C(CSc1nc2ccccc2s1)NCCOc1ccccc1,2.9%[50 µM],5%,-1.0,1057,1.0%,i,3,7%,-0.12,1460,0.69,-0.22,0.49,-0.26,6.7,2.8,9.9
Cc1cc(C)c(S(=O)(=O)Cc2ccccc2)c(=O)[nH]1,-1.8%,-1%,0.4,1066,1.0%,i,-1,4%,-0.06,1515,1.1,-0.2,1,-1.2,4.9,2.0,1.6
COc1cc(C2NC(=O)NC(C)=C2C(=O)OC2CCCCC2)cc(Br)c1O (stereo unspecified),0.0%,.,-0.2,1128,-1.9%,i,3,.,0.77,1028,1.1,-0.36,0.44,-0.61,3.0,2.4,4.3
CCCCCOCC1CC(C/C(C)=N/Nc2nc(-c3ccccc3)cs2)C(=O)O1 (stereo unspecified),-0.7%,7%,.,.,6.5%,i,4,7%,.,.,-0.17,-0.21,-0.37,0.031,2.2,1.9,5.6
O=C(Cc1cccc(C(F)(F)F)c1)NCC(c1ccco1)N1CCCCC1 (stereo unspecified),0.3%,1%,-1.8,1055,-0.8%,i,12,6%,1.2,1055,0.15,-0.26,0.51,0.22,4.2,4.1,6.3
CCN(CC)CCCN1C(=O)c2oc3ccccc3c(=O)c2C1c1cc(OC)ccc1OC (stereo unspecified),1.3%,20%,-4.9,1145,-0.3%,i,8,13%,-0.08,876,-0.21,-0.23,0.22,0.031,5.3,2.8,5.0
COc1ccc(/C=N/Nc2cc(C)nc(N)n2)cc1,0.9%[50 µM],10%,-0.4,904,4.8%,i,-20,6%,.,.,1.8,0.16,1.3,-1.7,1.7,4.0,13
CCNc1nc(CN2CCOCC2)nc2sc3c(c12)CCC3,-0.3%[50 µM],-39%,-3.8,1153,1.2%,i,-2,17%,0.69,812,1.6,0.51,1.4,-1.8,0.8,1.0,8.5
Cc1cc2ccccc2c(=O)n1CC(=O)NCC(=O)N(C)Cc1ccccc1,-0.1%,-1%,-0.9,1057,-0.8%,i,8,4%,-0.16,1309,-0.74,-0.21,-0.09,0.15,9.3,1.1,12
O=C(COC(=O)CN1C(=O)C2CCCCC2C1=O)Nc1ccc(S(=O)(=O)N2CCOCC2)cc1 (stereo unspecified),2.2%,9%,0.5,953,-0.3%,i,-1,5%,-0.2,1327,-0.84,-0.3,-0.71,0.57,1.9,3.7,5.6
CC1=CC2=NC(=O)/C(=C/c3cccs3)C(=N)N2O1,4.0%,-8%,1.2,1313,.,.,.,2%,0.07,1174,1.4,-0.2,1,-1.1,.,.,.
CS(=O)(=O)N1CC(C(=O)NN)Oc2ccc(Cl)cc21 (stereo unspecified),-0.3%,0%,-0.7,1433,-1.3%,i,-1,12%,0.37,1463,0.59,-0.24,1.1,0.41,2.6,1.9,7.1
COc1ccccc1/C=N/NC(=O)C(=O)Nc1ccccc1OC(F)(F)C(F)F,-0.1%,4%,-0.5,1127,-0.1%,i,7,-1%,-0.18,1496,0.77,-0.24,0.68,-0.54,1.9,2.3,4.8
O=C(NCCc1nc2ccccc2[nH]1)/C(=C/c1ccco1)NC(=O)c1ccco1,1.7%,15%,1.8,492,-1.9%,i,1,8%,-0.28,1298,-1.2,-0.22,-0.96,1.2,1.9,3.6,1.6
CS(=O)(=O)N1CCN(c2ccc(NC(=S)NC(=O)c3ccccc3[N+](=O)[O-])cc2)CC1,0.3%,2%,0.2,1117,6.5%,i,4,3%,-0.09,1128,1,-0.3,0.87,0.017,1.6,3.1,9.5
Cc1nn2c(-c3cccc(NC(=O)c4ccco4)c3)nnc2c2ccccc12,0.3%,-2%,.,.,.,i,-12,3%,0.83,1261,0.87,-0.26,1,0.78,3.3,1.8,4.1
FC(F)(F)c1cccc(CNc2ncccc2-c2nc3cc(Cl)ccc3o2)c1,0.2%,13%,-0.4,934,-2.7%,i,18,6%,0.87,1134,-0.21,-0.16,0.24,0.076,5.9,1.1,3.4
CS(=O)(=O)NCC(c1ccco1)N1CCN(c2ccc(F)cc2)CC1 (stereo unspecified),2.0%[50 µM],-11%,-3.6,1158,-1.5%,i,1,-3%,-0.32,1497,-0.12,-0.23,-0.13,-0.041,3.8,4.0,6.1
O=C(c1ccccc1)N1CCN(CC(O)Cn2ccc3ccccc32)CC1 (stereo unspecified),0.1%,.,0.0,1294,.,.,.,.,-1.3,1028,-0.3,-0.076,0.42,-0.086,.,.,.
